Compound activity from PubChem BioAssay.
ELG1 genotoxic – qHTS screen for small molecules that induce genotoxicity in human embryonic kidney (HEK293T) cells expressing luciferase-tagged ELG1. Potency, µM (top dose mostly 46 µM), for the others: top-dose activity change, positive = activation, actives largely listed as activators. HEK293T ELG1-luciferase reporter, luminescence, 16 h. actives 1.3% (n = 330,000); further: % of control where 0% means no effect; nearly all actives have a fitted effect of over 60% in size
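DMSO vehicle served as control against compound-treated ELG1-luciferase HEK293T cells; exposure lasted 16 hr at 37 °C and 5% CO2, followed by ONE-Glo luminescence detection after 30 min.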
MBNL1-CUG inh – qHTS Assay for Inhibitors of MBNL1-poly(CUG) RNA binding; Muscleblind-like protein 1 (Homo sapiens), Q9NR56; TR-FRET MBNL1-His/biotin-(CUG)12 binding, 665/545 ratio; Potency, µM (series often up to 57.5 µM), for inactives: top-dose activity change, negative = inhibition, usual class: inhibitors; actives 0.036% (n = 280,000); active means well fitted inhibition curve with a large enough effect in the signal ratio, with a control signal flat, not every such curve was filed as active; inconclusive means small, poorly fitted or top-dose-only effect, or effect the other way, or a change in a side signal; inactive means no such curve, though single readings can be large or run the other way; the % refers to the signal ratio; further: on the % scale 0 is the no-effect control and ±100 the full control effect
Target sequence (Q9NR56 whole entry, looked up): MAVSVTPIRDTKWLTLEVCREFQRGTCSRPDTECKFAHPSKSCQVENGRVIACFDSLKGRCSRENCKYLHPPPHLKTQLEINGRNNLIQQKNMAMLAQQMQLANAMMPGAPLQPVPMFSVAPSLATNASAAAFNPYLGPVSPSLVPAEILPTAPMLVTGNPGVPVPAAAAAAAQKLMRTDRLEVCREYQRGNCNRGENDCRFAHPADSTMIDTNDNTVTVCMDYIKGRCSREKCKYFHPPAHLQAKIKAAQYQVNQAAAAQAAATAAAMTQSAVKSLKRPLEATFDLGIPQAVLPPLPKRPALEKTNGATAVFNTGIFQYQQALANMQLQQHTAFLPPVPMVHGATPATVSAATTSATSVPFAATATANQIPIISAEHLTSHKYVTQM
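Compounds (final 92 nM to 58 uM) are added to His-tagged MBNL1 and biotin-(CUG)12, then terbium anti-His antibody and streptavidin-XL665 (5 nM final). After 60 min at room temperature, the 665/545 nm ratio is read.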
MLL CXXC-DNA inh – qHTS Fluorescence Polarization Assay for Inhibitors of MLL CXXC domain - DNA interaction | Histone-lysine N-methyltransferase 2A (Homo sapiens), Q03164 | AID 2662, 2010 | Potency, µM (series often up to 115 µM), for inactives: at the highest dose activity change, negative = inhibition, usual class: inhibitors | MLL-CXXC / FITC-HOXA9 DNA fluorescence polarization | actives 0.037% (n = 290,000); active means well fitted inhibition curve with a large enough effect in the polarisation, with a control signal flat, not every such curve was filed as active; inconclusive means small, poorly fitted or top-dose-only effect, or effect the other way, or a change in a side signal; inactive means no such curve, though single readings can be large or run the other way; the % refers to the polarisation
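Fluorescence polarization: 7 uM MLL-CXXC (stock) preincubated 5 min with compounds, then 50 nM fluorescein-HOX-A9 DNA (stock) added; 30 min ambient. Buffer 50 mM Tris-HCl pH 7.5, 50 mM NaCl, 1 mM DTT, 0.05% BSA.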
RORgamma inh – qHTS for inhibitors of ROR gamma transcriptional activity; Nuclear receptor ROR-gamma (Mus musculus), P51450; Drosophila S2 Gal4-RORgamma UAS-luciferase reporter, 20 h; Potency, µM (highest dose often 53.6 µM), for inactives: at the top dose activity change, negative = inhibition, usual class: inhibitors; actives 5.4% (n = 310,000); further: on the % scale 0 is the no-effect control and ±100 the full control effect; nearly all actives have a fitted effect of over 60% in size
Target sequence (P51450 whole entry, looked up, the tested form may be a part): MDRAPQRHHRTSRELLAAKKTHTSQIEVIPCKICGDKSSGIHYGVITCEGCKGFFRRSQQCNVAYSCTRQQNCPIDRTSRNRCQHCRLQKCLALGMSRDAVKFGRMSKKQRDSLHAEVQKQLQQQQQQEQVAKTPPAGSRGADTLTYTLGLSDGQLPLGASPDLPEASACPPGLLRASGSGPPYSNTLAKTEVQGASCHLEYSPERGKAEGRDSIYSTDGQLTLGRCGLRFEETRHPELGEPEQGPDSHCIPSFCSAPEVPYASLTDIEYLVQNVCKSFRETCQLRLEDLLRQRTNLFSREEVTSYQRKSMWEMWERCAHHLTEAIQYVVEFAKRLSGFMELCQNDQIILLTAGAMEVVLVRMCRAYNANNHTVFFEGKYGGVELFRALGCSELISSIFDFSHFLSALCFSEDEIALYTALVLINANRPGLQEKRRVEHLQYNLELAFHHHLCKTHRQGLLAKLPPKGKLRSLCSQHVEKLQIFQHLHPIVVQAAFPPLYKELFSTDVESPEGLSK
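Read-out: Photinus luciferase luminescence; inhibitors lower reporter signal. Insect Schneider cells with Gal4-ROR gamma fusion under metallothionein promoter, UAS reporter; 700 uM final copper sulfate induction, 20 hr, ambient temperature.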
VP16 counter – VP16 counterscreen qHTS for inhibitors of ROR gamma transcriptional activity; Drosophila S2 Gal4-VP16 UAS-luciferase, luminescence, 20 h; Potency, µM (series often up to 53.6 µM), for inactives: at the highest dose activity, negative = inhibition, actives largely listed as inhibitors; actives 3.5% (n = 310,000); AID 2546, 2010;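 further: Gal4-VP16 expression switched on by copper sulfate through the metallothionein promoter; on the % scale 0 is the no-effect control and ±100 the full control effect; nearly all actives have a fitted effect of over 50% in size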
BRCA1 expr act – qHTS Assay to Identify Small Molecule Activators of BRCA1 Expression | MCF7-BRCA1-FFLuc reporter, luminescence, 48 h; response scale: scaled: vehicle 0%, 10 µM genistein 100% | Potency, µM (series often up to 46.1 µM), without a hit: at the highest dose activation, actives largely listed as activators | actives 1.1% (n = 380,000) | AID 624202, 2012; further: nearly all actives have a fitted effect of over 80% in size; some results filed as inactive show a strong effect at the top dose
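Compounds are tested at multiple concentrations on MCF7 BRCA1-luciferase reporter cells seeded at 2000 per well; after 48 h, a single luminescence end-point is taken and curves fitted to the normalized data.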
NPC1 prom act – qHTS Assay for NPC1 Promoter Activators. actives 2.4% (n = 320,000). Huh7 NPC1 promoter luciferase reporter, 24 h. AID 485313, 2010. Potency, µM (highest dose often 9.22 µM), for the others: at the top dose activation, usual class: activators;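 further: % of control where 0% means no effect; nearly all actives have a fitted effect of over 60% in size; reporter is driven by a mutant NPC1 promoter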
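Stable NPC1-promoter luciferase Huh7 line; cpd (DMSO) 24 h, 37 °C, 5% CO2; Amplite luciferase reagent 10 min RT; luminescence readout. qHTS format.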
p53 reactivator – qHTS assay for re-activators of p53 using a Luc reporter | H1299 p53-A138V BP100-luciferase reporter, luminescence, 24 h | Potency, µM (series often up to 92.2 µM), without a hit: at the top dose activity change, positive = activation, most hits filed as activators | actives 0.063% (n = 320,000) | AID 504706, 2011; further: % of control where 0% means no effect; nearly all actives have a fitted effect of over 45% in size
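H1299 (p53-null), stable ts p53-A138V + BP100-Luc; 1000 cells/well, Opti-MEM/10% FBS; cpd 4 pt, 1:5; 24 h, 37 deg C, 5% CO2; detection reagent 10 min RT; luminescence.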
uPA surface inh – qHTS for Inhibitors of Cell Surface uPA Generation; cell surface uPA generation assay, qHTS; AID 540303, 2011; actives 0.31% (n = 330,000); Potency, µM (highest dose often 38.3 µM), for inactives: top-dose activity change, negative = inhibition, hits mostly inhibitors; active means well fitted inhibition curve with a large enough effect; inconclusive means small, poorly fitted or top-dose-only effect; inactive means no such curve, though single readings can be large or run the other way; tested in mouse RAW 264.7 cells; further: on the % scale 0 is the no-effect control and ±100 the full control effect; nearly all actives have a fitted effect of over 55% in size
FLuc counter – qHTS profiling assay for firefly luciferase inhibitor/activator using purifed enzyme and Km concentrations of substrates (counterscreen for miR-21 project) | actives 6.9% (n = 360,000) | Potency, µM (doses to about 57.5 µM), inactives show at the highest dose activity change, negative = inhibition, usual class: inhibitors | Luciferin 4-monooxygenase (Photinus pyralis), P08659 | purified FLuc, Km substrates, luminescence inhibition;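 further: plate controls were vehicle for no effect and reference inhibitor for full effect; nearly all actives have a fitted effect of over 55% in size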
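Purified P. pyralis luciferase, 10 nM final, with Km-level 10 uM D-luciferin and 10 uM ATP in 50 mM Tris acetate pH 7.5, 10 mM Mg acetate, 0.01% Tween-20, 0.05% BSA; 6-point qHTS titration about 60 µM downward; luminescence read.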
Rab9 promoter act – qHTS Assay for Rab9 Promoter Activators. actives 2.8% (n = 320,000). AID 485297, 2010. Huh7 Rab9 promoter-luciferase reporter, luminescence, 24 h. Potency, µM (highest dose often 9.22 µM), for inactives: top-dose activation, negative = inhibition, most hits filed as activators; further: % of control where 0% means no effect; nearly all actives have a fitted effect of over 60% in size
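Steps: seed 1500 Huh7 Rab9-luc cells per well, rest 2 h at 37 °C; add compound in DMSO; incubate 24 h; add luciferase reagent, 10 min ambient; read luminescence.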
An asterisk follows results filed as active; ? = inconclusive; · = no result given; [ ] = another dose, or the depositor's remark. Unless noted, the call rests on the fitted dose curve; in most records, active means well fitted curve in the direction sought with a large enough effect; inconclusive means small, poorly fitted or top-dose-only effect, or another doubt; inactive means no such curve, though single readings can be large; an effect the other way counts as inactive or inconclusive. Potency means the concentration at half of the fitted maximal effect. This is a subset; the hit share may differ from the screen's.

The line under a structure holds: ELG1 genotoxic	MBNL1-CUG inh	MLL CXXC-DNA inh	RORgamma inh	VP16 counter	BRCA1 expr act	NPC1 prom act	p53 reactivator	uPA surface inh	FLuc counter	Rab9 promoter act
- CN(c1ccccc1)S(=O)(=O)c1cccc(NC(=O)CN2CCCc3ccccc32)c1
→ -6%	9%	6%	?	?	-60%	-2%	2%	-3%	-1%	-4%
- CC(=O)c1ccc(S(=O)(=O)N(C)CC(=O)NCC2CCCCC2)cc1
→ 10%	5%	2%	?	0%	19%	7%	14%	1%	-15%	2%
- NC(=O)NC(=O)c1nccnc1C(=O)O
→ -4%	-3%	8%	12%	-9%	-3%	-1%	13%	2%	3%	-1%
- COc1ccc(C(=O)C2CCCN(C(=O)/C=C/c3cnc[nH]3)C2)c(C)c1 (configuration not stated)
→ -2%	-7%	8%	3%	-3%	-29%	7%	-11%	-3%	-1%	1%
- O=C(CCCN1C(=O)c2ccccc2C1=O)NCCCn1ccnc1
→ -4%	8%	-6%	-10%	11%	3%	2%	0%	-3%	-2%	2%
- COC(=O)c1c(C(=O)OC)c(-c2ccc(C(C)(C)C)cc2)n2c1CS(=O)C2 (configuration not stated)
→ -6%	1%	4%	14%	8%	-3%	2%	0%	-1%	-3%	-3%
- COc1ccc(CCN(C(=O)C(F)(F)F)C(C(=O)NC2CCCCC2)c2ccc(C)s2)cc1 (configuration not stated)
→ 2%	-9%	8%	-1%	-20%	-5%	0%	3%	-1%	0%	-5%
- COc1cccc(C2CC(c3ccc(C(C)C)cc3)n3nc(N)nc3N2)c1 (configuration not stated)
→ 0%	0%	-5%	-6%	-3%	8%	0%	3%	-6%	1%	-1%
- CCc1ccccc1NC(=S)N(CCN(C)C)Cc1cccs1
→ 2%	9%	-1%	11µM*	2%[10 µM]	-10%	-5%	7%	0%	-1%	-1%
- O=C(c1cccc(F)c1)N1CCC(N2CCCCCC2)CC1
→ -4%	2%	9%	-13%	10%	19%	0%	1%	8%	2%	3%
- Cn1c(SCCCC(=O)c2ccc(Br)cc2)nnc1-c1ccncc1
→ -5%	-5%	8%	12%	?	2%	-3%	-7%	1%	-4%	-13%
- COc1ccc(C2=NOC(Cn3nc(C(=O)NCc4ccco4)cc3-c3ccccc3)C2)cc1 (configuration not stated)
→ -9%	·	·	·	·	0%	-4%	-9%	-7%	0%	1%
- Cc1ccc(C2CC(c3cccc(C)c3)n3nc(N)nc3N2)cc1 (configuration not stated)
→ 0%	-9%	4%	-17%	-13%	-6%	1%	-8%	-8%	2%	1%
- COC(=O)C1=C(C)N2C(=O)CSC2=NC1c1ccc2c(c1)OCO2 (configuration not stated)
→ 0%	-12%	3%	16%	4%	1%	-1%	-5%	2%	-1%	2%
- CCn1nc2cc(C(=O)NCc3cc(C(F)(F)F)cc(C(F)(F)F)c3)ccc2c1OC
→ 1%	3%	3%	3%	-1%	0%	-2%	-6%	-17%	1%	-6%
- CC(=O)c1ccc(Nc2cc(C)nc3ccc(C)cc23)cc1
→ 0%	?	0%	-13%	-19%	-55%	-16%	0%	-5%	-7%	-22%
- Cc1ccccc1C(=O)N1CCC(C(=O)Nc2ccc(S(=O)(=O)N(C)C(C)C)cc2)CC1
→ -14%	-6%	-11%	32%	-3%	-56%	-2%	8%	-9%	-2%	-5%

A draw from above in order of number of heavy atoms, smallest number first:
The line under a structure holds: ELG1 genotoxic	MBNL1-CUG inh	MLL CXXC-DNA inh	RORgamma inh	VP16 counter	BRCA1 expr act	NPC1 prom act	p53 reactivator	uPA surface inh	FLuc counter	Rab9 promoter act
- NC(=O)NC(=O)c1nccnc1C(=O)O
→ -4%	-3%	8%	12%	-9%	-3%	-1%	13%	2%	3%	-1%
- CC(=O)c1ccc(Nc2cc(C)nc3ccc(C)cc23)cc1
→ 0%	?	0%	-13%	-19%	-55%	-16%	0%	-5%	-7%	-22%
- CCc1ccccc1NC(=S)N(CCN(C)C)Cc1cccs1
→ 2%	9%	-1%	11µM*	2%[10 µM]	-10%	-5%	7%	0%	-1%	-1%
- COC(=O)C1=C(C)N2C(=O)CSC2=NC1c1ccc2c(c1)OCO2 (configuration not stated)
→ 0%	-12%	3%	16%	4%	1%	-1%	-5%	2%	-1%	2%
- CC(=O)c1ccc(S(=O)(=O)N(C)CC(=O)NCC2CCCCC2)cc1
→ 10%	5%	2%	?	0%	19%	7%	14%	1%	-15%	2%
- CCn1nc2cc(C(=O)NCc3cc(C(F)(F)F)cc(C(F)(F)F)c3)ccc2c1OC
→ 1%	3%	3%	3%	-1%	0%	-2%	-6%	-17%	1%	-6%
- Cc1ccccc1C(=O)N1CCC(C(=O)Nc2ccc(S(=O)(=O)N(C)C(C)C)cc2)CC1
→ -14%	-6%	-11%	32%	-3%	-56%	-2%	8%	-9%	-2%	-5%
- COc1ccc(CCN(C(=O)C(F)(F)F)C(C(=O)NC2CCCCC2)c2ccc(C)s2)cc1 (configuration not stated)
→ 2%	-9%	8%	-1%	-20%	-5%	0%	3%	-1%	0%	-5%
- COc1ccc(C2=NOC(Cn3nc(C(=O)NCc4ccco4)cc3-c3ccccc3)C2)cc1 (configuration not stated)
→ -9%	·	·	·	·	0%	-4%	-9%	-7%	0%	1%

Full records from above. Screens in order: ELG1 genotoxic | MBNL1-CUG inh | MLL CXXC-DNA inh | RORgamma inh | VP16 counter | BRCA1 expr act | NPC1 prom act | p53 reactivator | uPA surface inh | FLuc counter | Rab9 promoter act
Record of CC(=O)c1ccc(S(=O)(=O)N(C)CC(=O)NCC2CCCCC2)cc1 → 10% | 5% | 2% | ? | 0% | 19% | 7% | 14% | 1% | -15% | 2%
Record of O=C(CCCN1C(=O)c2ccccc2C1=O)NCCCn1ccnc1 → -4% | 8% | -6% | -10% | 11% | 3% | 2% | 0% | -3% | -2% | 2%
